From PubChem
CAL PDZ FP-1 = blocks peptide binding to the human CAL PDZ domain. Q9HD26. purified CAL PDZ, TMR-peptide fluorescence polarization, 1 h. AID 602252. 300,000 compounds, 0.92% hits. inhibition, % at 24.9 µM;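 active = mean inhibition of at least 30% with at least half of replicates also reaching 30%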;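 note: 0% = DMSO neutral control and 100% = excess unlabeled competitor peptide PRC23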
PvdQ acylase = blocks Pseudomonas aeruginosa PvdQ acylase activity; purified PvdQ acylase, fluorescence plate reader; inhibition, % at 10 µM; 340,000 compounds, 0.063% hits; AID 488965; in the data active = inhibition above about 30%, passing the limit was not always enough;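 note: 0% = vehicle neutral wells and 100% = reference inhibitor wells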
CAL PDZ FP-2 = blocks peptide binding to human CAL PDZ domain; AID 504414; Q9HD26; 330,000 compounds, 0.02% hits; inhibition, % at 20 µM; purified CAL PDZ, TMR-peptide fluorescence polarization, 1 h;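 active = highest replicate inhibition of at least 40%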;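 note: plate controls were DMSO neutral control wells for no effect and unlabeled competitor peptide control wells for full effect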
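material = purified tagged CAL PDZ domain construct (CerCALP) | compound dosing = 20 µM, one dose | times = 1 h at RT | measured by = fluorescence polarization from S- and P-plane intensities, G-factor corrected | read-out = inhibition from polarization loss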
SR-BI HDL uptake = blocks mouse SR-BI lipid uptake from DiI-HDL. Q61009. ldlA[mSR-BI] CHO cells, DiI-HDL uptake fluorescence, 3 h. inhibition, % at 12.5 µM. 320,000 compounds, 0.96% hits. AID 488896;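 active = mean replicate inhibition of at least 70% and a set share of replicates each scoring 70 or more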;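 note: 0% = median of neutral control wells and 100% = median of positive control wells; values of inactives mirror those of a sister screen read the other way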
Target sequence (Q61009 whole entry, looked up): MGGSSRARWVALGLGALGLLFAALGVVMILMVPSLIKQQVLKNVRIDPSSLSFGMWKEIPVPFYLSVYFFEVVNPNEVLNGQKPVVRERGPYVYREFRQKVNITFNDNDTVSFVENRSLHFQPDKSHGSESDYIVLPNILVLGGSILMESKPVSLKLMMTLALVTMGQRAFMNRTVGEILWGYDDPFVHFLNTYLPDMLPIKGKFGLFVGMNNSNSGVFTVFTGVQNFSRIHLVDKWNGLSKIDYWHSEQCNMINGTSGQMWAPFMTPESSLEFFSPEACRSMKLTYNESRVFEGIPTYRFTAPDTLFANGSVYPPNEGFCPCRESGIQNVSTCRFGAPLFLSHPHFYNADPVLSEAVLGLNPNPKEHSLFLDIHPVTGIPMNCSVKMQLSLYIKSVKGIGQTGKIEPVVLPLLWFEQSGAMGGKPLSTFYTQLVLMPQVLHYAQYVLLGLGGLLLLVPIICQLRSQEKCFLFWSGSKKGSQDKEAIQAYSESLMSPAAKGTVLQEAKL
Rtt109 HAT inh = inhibitors of Candida albicans Rtt109/Vps75 histone acetyltransferase. inhibition, % at 34.9 µM. purified Rtt109/Vps75, ThioGlo CoA-SH fluorescence, 4 h. Q5AAJ8. 330,000 compounds, 0.16% hits;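 active = inhibition of at least 50% in every replicate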
PfHsp90 yeast 2 = reduces growth (ATP signal) of yeast expressing P. falciparum Hsp90 | S. cerevisiae expressing PfHsp90, BacTiter-Glo ATP, 48 h; yeast lacking PDR1 and PDR3 efflux regulators | inhibition, % at 9.4 µM | 310,000 compounds, 0.32% hits | AID 504621;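 active = every replicate shows inhibition above about 80%, whatever the replicate mean, limit read from the data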;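 note: 0% = DMSO neutral controls and 100% = 20 µM radicicol positive controls; yeast relying on Plasmodium falciparum Hsp90 in place of its own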
SR-BI DiI-HDL act = enhances SR-BI lipid uptake from DiI-HDL. CHO ldlA[mSR-BI] cells, DiI-HDL uptake fluorescence, 3 h; 100 = double the neutral-control signal. AID 504775. activation, % at 12.5 µM. 320,000 compounds, 0.096% hits;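 active = mean replicate activation of at least 60% and every replicate at or above 60%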;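 note: 0% = median plate neutral-control signal and 100% = twice that signal; values of inactives mirror those of a sister screen read the other way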
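Test system: SR-BI-overexpressing, LDLR-lacking CHO cells. Measured by: DiI fluorescence, bottom read. Medium: Ham's F12 with 0.5% BSA, HEPES 25 mM, pH 7.4. Timing: 3 h uptake period with compound, 37 °C.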
dFosB activator = activators of mouse delta FosB homodimer; P13346; purified delta FosB, TAMRA-CDK5 oligo fluorescence polarization; percent of positive-control signal above neutral wells; activation, % at 25 µM; 340,000 compounds, 0.99% hits;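 active = mean activation above about 17%, with every replicate also reaching it, limit read from the data, passing the limit was not always enough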;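 note: fluorescence polarization rise as delta FosB binds a TAMRA Cdk5 AP-1 oligo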
Target sequence (P13346 whole entry, looked up): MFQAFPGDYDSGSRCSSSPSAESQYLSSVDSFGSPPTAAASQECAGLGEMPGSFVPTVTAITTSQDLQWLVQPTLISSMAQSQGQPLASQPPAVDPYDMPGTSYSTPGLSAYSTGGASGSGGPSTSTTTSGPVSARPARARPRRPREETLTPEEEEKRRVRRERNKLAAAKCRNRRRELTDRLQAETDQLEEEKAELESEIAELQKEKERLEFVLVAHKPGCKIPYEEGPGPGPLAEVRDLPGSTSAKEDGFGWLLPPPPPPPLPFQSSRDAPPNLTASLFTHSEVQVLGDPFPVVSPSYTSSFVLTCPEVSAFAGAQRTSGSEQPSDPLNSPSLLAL
MITF act = increases MITF-driven TRPM1 promoter luciferase signal; 300,000 compounds, 0.75% hits; SK-MEL-5 TRPM1-promoter luciferase, 24 h; % of positive control, neutral wells = 0; activation, % at 12.5 µM;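 active = mean activation of at least 80% with every replicate also reaching 80%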;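 note: 0% = neutral control wells and 100% = parthenolide positive control wells; values of inactives mirror those of a sister screen read the other way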
NSD2 HMT inh = inhibitors of human histone methyltransferase NSD2 | AID 743445 | inhibition, % at 12.5 µM | O96028 | NSD2 peptide methylation, AlphaScreen, 120 min | 310,000 compounds, 0.54% hits; in the data active = inhibition above about 50%
* hit, by the source's call.

Cc1ccsc1C1C2=C(CCCC2=O)Nc2ncnn21 (configuration not stated) was read as CAL PDZ FP-1 -2, PvdQ acylase 2, CAL PDZ FP-2 0.5, SR-BI HDL uptake -4, Rtt109 HAT inh -10, SR-BI DiI-HDL act 4, dFosB activator 0, MITF act 5 and NSD2 HMT inh 29.
For CCC(=O)Nc1ccc2nc(C3CC3)n(Cc3ccc(C(C)(C)C)cc3)c(=O)c2c1 the results were CAL PDZ FP-1 -2, PvdQ acylase 3, CAL PDZ FP-2 2.1, SR-BI HDL uptake 18, Rtt109 HAT inh 2, PfHsp90 yeast 2 -13, SR-BI DiI-HDL act -18, dFosB activator -3, MITF act 67 and NSD2 HMT inh -3.
CCOC(=O)Nc1ccc(S(=O)(=O)N2CCC(C)CC2)cc1 was read as CAL PDZ FP-1 1, PvdQ acylase -7, CAL PDZ FP-2 -0.4, SR-BI HDL uptake -9, Rtt109 HAT inh 0, PfHsp90 yeast 2 7, SR-BI DiI-HDL act 9, dFosB activator -1, MITF act -5 and NSD2 HMT inh 3.
Cc1ccc(NC(=O)CCCNC(=O)c2ccc(Cl)cc2)cc1S(=O)(=O)N1CCCCC1 was read as CAL PDZ FP-1 1, PvdQ acylase -7, CAL PDZ FP-2 -1.9, SR-BI HDL uptake 14, Rtt109 HAT inh -14, SR-BI DiI-HDL act -14, dFosB activator 3, MITF act -17 and NSD2 HMT inh 0.
Screening Cc1ccc(OCC(=O)Nc2ccccc2F)cc1C returned CAL PDZ FP-1 -2, PvdQ acylase 9, CAL PDZ FP-2 -1.3, SR-BI HDL uptake -46, Rtt109 HAT inh 14, PfHsp90 yeast 2 -14, SR-BI DiI-HDL act 46, dFosB activator -4, MITF act 107* and NSD2 HMT inh -5.
Screening CN1C(C(=O)NCc2cccc(C(F)(F)F)c2)CC2Cn3c(nc4cc(Cl)c(Cl)cc43)C21 (configuration not stated) returned CAL PDZ FP-1 -3, PvdQ acylase -11, CAL PDZ FP-2 -0.4, SR-BI HDL uptake -4, Rtt109 HAT inh 5, PfHsp90 yeast 2 15, SR-BI DiI-HDL act 4, dFosB activator -3 and MITF act 10.
Screening O=C(Nc1nc(-c2ccccc2)cs1)C1CCCN(S(=O)(=O)c2cccc([N+](=O)[O-])c2)C1 (configuration not stated) returned CAL PDZ FP-1 -2, PvdQ acylase -1, CAL PDZ FP-2 -1.4, SR-BI HDL uptake 57, Rtt109 HAT inh -1, PfHsp90 yeast 2 -4, SR-BI DiI-HDL act -57, dFosB activator -3 and NSD2 HMT inh -1.
CC1CC(C)CN(S(=O)(=O)c2ccc3c(c2)NC(=O)C(C)C(=O)N3)C1 (configuration not stated) was read as PvdQ acylase -8, CAL PDZ FP-2 -0.3, SR-BI HDL uptake -23, Rtt109 HAT inh 0, PfHsp90 yeast 2 0, SR-BI DiI-HDL act 23 and dFosB activator -8.
COc1cccc(CN2CCC(n3nccc3NC(=O)CCCc3ccccc3)CC2)c1O was read as CAL PDZ FP-1 1, PvdQ acylase -14, CAL PDZ FP-2 -0.3, SR-BI HDL uptake 54, Rtt109 HAT inh 2, PfHsp90 yeast 2 -16, SR-BI DiI-HDL act -54, dFosB activator -14, MITF act 10 and NSD2 HMT inh 3.
`O=C(COc1cccc(NC(=O)c2ccco2)c1)c1ccc(F)cc1` gave CAL PDZ FP-1 4, PvdQ acylase -1, SR-BI HDL uptake 26, Rtt109 HAT inh -3, PfHsp90 yeast 2 39, SR-BI DiI-HDL act -26, dFosB activator -10, MITF act 0 and NSD2 HMT inh 0.
Screening Cc1cc2cc(CNC(=O)c3ccc(S(=O)(=O)N(C)C)cc3)ccc2n1C returned CAL PDZ FP-1 0, PvdQ acylase -17, CAL PDZ FP-2 0.2, SR-BI HDL uptake 11, Rtt109 HAT inh -9, PfHsp90 yeast 2 -9, SR-BI DiI-HDL act -11 and dFosB activator -7.
Screening O=C(NNc1ccccc1[N+](=O)[O-])Nc1ccc(F)cc1 returned CAL PDZ FP-1 -3, PvdQ acylase 5, CAL PDZ FP-2 -0.9, SR-BI HDL uptake -5, Rtt109 HAT inh 1, PfHsp90 yeast 2 -9, SR-BI DiI-HDL act 5, dFosB activator -2, MITF act -23 and NSD2 HMT inh 1.
For C[C@H](NC(=O)c1ccccc1)C(=O)OCC(=O)Nc1sccc1C(N)=O the results were CAL PDZ FP-1 -5, PvdQ acylase -19, CAL PDZ FP-2 -0.4, SR-BI HDL uptake -16, Rtt109 HAT inh 2, SR-BI DiI-HDL act 16, dFosB activator -8, MITF act 7 and NSD2 HMT inh -4.
For CCOc1ccc(N(C(=O)CNC(=O)c2cccs2)C(C(=O)NCC2CCCO2)c2ccc(OC)c(OC)c2)cc1 (configuration not stated) the results were CAL PDZ FP-1 -6, PvdQ acylase 16, SR-BI HDL uptake -18, Rtt109 HAT inh 9, PfHsp90 yeast 2 10, SR-BI DiI-HDL act 18, dFosB activator -2, MITF act -4 and NSD2 HMT inh -2.
COC(=O)c1nc(NC(=O)c2ccccc2)n[nH]1 was read as CAL PDZ FP-1 -5, PvdQ acylase -19, CAL PDZ FP-2 -5.3, SR-BI HDL uptake 2, Rtt109 HAT inh -1, PfHsp90 yeast 2 -26, SR-BI DiI-HDL act -2, dFosB activator -4, MITF act -1 and NSD2 HMT inh 64*.

Next section; it opens with the two that closed the last part.
For CCOc1ccc(N(C(=O)CNC(=O)c2cccs2)C(C(=O)NCC2CCCO2)c2ccc(OC)c(OC)c2)cc1 (configuration not stated) the results were CAL PDZ FP-1 -6, PvdQ acylase 16, SR-BI HDL uptake -18, Rtt109 HAT inh 9, PfHsp90 yeast 2 10, SR-BI DiI-HDL act 18, dFosB activator -2, MITF act -4 and NSD2 HMT inh -2.
COC(=O)c1nc(NC(=O)c2ccccc2)n[nH]1 was read as CAL PDZ FP-1 -5, PvdQ acylase -19, CAL PDZ FP-2 -5.3, SR-BI HDL uptake 2, Rtt109 HAT inh -1, PfHsp90 yeast 2 -26, SR-BI DiI-HDL act -2, dFosB activator -4, MITF act -1 and NSD2 HMT inh 64*.
`O=C(O)C1C(c2ccccc2)C(C(=O)Oc2ccccc2)C1c1ccccc1` (configuration not stated) gave CAL PDZ FP-1 -6, PvdQ acylase -6, CAL PDZ FP-2 -1.4, SR-BI HDL uptake 0, Rtt109 HAT inh -3, PfHsp90 yeast 2 18, SR-BI DiI-HDL act 0, dFosB activator 3, MITF act 1 and NSD2 HMT inh -2.
CCc1nnc(NC(=O)CSc2nnc3c(C)cc4c(C)ccc(C)c4n23)s1 was read as CAL PDZ FP-1 0, PvdQ acylase 3, CAL PDZ FP-2 0.0, SR-BI HDL uptake -5, Rtt109 HAT inh 4, PfHsp90 yeast 2 5, SR-BI DiI-HDL act 5, dFosB activator 0, MITF act -19 and NSD2 HMT inh 4.
For CC(=O)Nc1ccc(C(=O)OCc2ccc(Cl)c(Cl)c2)cc1 the results were CAL PDZ FP-1 -4, PvdQ acylase -21, CAL PDZ FP-2 -1.4, SR-BI HDL uptake -6, Rtt109 HAT inh -3, PfHsp90 yeast 2 9, SR-BI DiI-HDL act 6, dFosB activator -10, MITF act 20 and NSD2 HMT inh -3.
CCN(CC)C(=O)C1CCCN(C(=O)c2cc(COc3cccc(OC)c3)on2)C1 (configuration not stated) was read as CAL PDZ FP-1 -1, PvdQ acylase 4, CAL PDZ FP-2 -2.9, SR-BI HDL uptake 9, Rtt109 HAT inh -2, PfHsp90 yeast 2 -2, SR-BI DiI-HDL act -9, dFosB activator -6, MITF act 30 and NSD2 HMT inh 0.
For CC1CCCC(NC(=O)COC(=O)c2ccc(N(C)C)cc2)C1C (configuration not stated) the results were CAL PDZ FP-1 -1, PvdQ acylase -13, CAL PDZ FP-2 -2.1, SR-BI HDL uptake -5, SR-BI DiI-HDL act 5, dFosB activator 4 and NSD2 HMT inh -2.
O=C(O)CC(Cc1ccc(Cl)cc1)C(=O)Nc1cc(Cl)ccc1Cl (configuration not stated) was read as CAL PDZ FP-1 -5, PvdQ acylase -4, CAL PDZ FP-2 -0.9, SR-BI HDL uptake -17, Rtt109 HAT inh -6, PfHsp90 yeast 2 10, SR-BI DiI-HDL act 17, dFosB activator 2, MITF act 0 and NSD2 HMT inh -6.
Screening C/C(=N\NC(=O)c1ccccc1F)c1cccc(NC(=O)c2ccc(C)cc2)c1 returned CAL PDZ FP-1 19, PvdQ acylase -8, CAL PDZ FP-2 -0.9, SR-BI HDL uptake 35, Rtt109 HAT inh 8, PfHsp90 yeast 2 -23, dFosB activator -8, MITF act 62 and NSD2 HMT inh -1.
`Cc1cccc(OCCN2C(=O)c3ccccc3C2=O)c1` gave CAL PDZ FP-1 -1, PvdQ acylase -12, CAL PDZ FP-2 -0.2, SR-BI HDL uptake -7, Rtt109 HAT inh -2, PfHsp90 yeast 2 7, SR-BI DiI-HDL act 7, dFosB activator -2, MITF act 52 and NSD2 HMT inh -7.
`O=C(O)c1cc(S(=O)(=O)N2CCCCC2)sc1Cl` gave CAL PDZ FP-1 -3, PvdQ acylase -8, CAL PDZ FP-2 -1.1, SR-BI HDL uptake -39, Rtt109 HAT inh -3, PfHsp90 yeast 2 11, SR-BI DiI-HDL act 39, dFosB activator 3, MITF act 13 and NSD2 HMT inh -2.
COc1ccc(OC)c(S(=O)(=O)NC2CCN(Cc3ccccc3)CC2)c1 was read as CAL PDZ FP-1 1, PvdQ acylase 0, CAL PDZ FP-2 -2.5, SR-BI HDL uptake -16, Rtt109 HAT inh 6, PfHsp90 yeast 2 -2, SR-BI DiI-HDL act 16, dFosB activator -5, MITF act 7 and NSD2 HMT inh 5.
`OC(CN1C2=NCCCN2c2ccccc21)c1ccc(Cl)cc1` (configuration not stated) gave CAL PDZ FP-1 -2, PvdQ acylase -18, CAL PDZ FP-2 0.0, SR-BI HDL uptake 3, Rtt109 HAT inh -9, PfHsp90 yeast 2 10, SR-BI DiI-HDL act -3, dFosB activator 0 and MITF act -4.
NC(=O)C1(N2CCCCC2)CCN(Cc2ccccc2Cl)CC1 was read as CAL PDZ FP-1 5, PvdQ acylase -10, CAL PDZ FP-2 -2.9, SR-BI HDL uptake 2, Rtt109 HAT inh 2, PfHsp90 yeast 2 -2, SR-BI DiI-HDL act -2, dFosB activator -2, MITF act 3 and NSD2 HMT inh 33.
O=C(Nc1nnc(C2CC2)s1)c1cccc(S(=O)(=O)N2CCc3ccccc32)c1 was read as CAL PDZ FP-1 -4, PvdQ acylase -3, CAL PDZ FP-2 -1.9, SR-BI HDL uptake -2, Rtt109 HAT inh -6, PfHsp90 yeast 2 -15, SR-BI DiI-HDL act 2, dFosB activator 51*, MITF act 1 and NSD2 HMT inh -3.
`CC(C)Oc1cccc(C(=O)NC(=S)Nc2ccc3c4c(cccc24)CC3)c1` gave CAL PDZ FP-1 -3, PvdQ acylase -3, CAL PDZ FP-2 0.3, SR-BI HDL uptake -6, Rtt109 HAT inh -6, SR-BI DiI-HDL act 6, dFosB activator -4, MITF act -1 and NSD2 HMT inh -1.
Screening C(=C\c1ccccn1)/c1ccccn1 returned CAL PDZ FP-1 0, PvdQ acylase -7, CAL PDZ FP-2 -0.6, SR-BI HDL uptake 2, Rtt109 HAT inh 6, PfHsp90 yeast 2 5, SR-BI DiI-HDL act -2, dFosB activator 5, MITF act 22 and NSD2 HMT inh -3.
